Lipid storage S3 = qHTS Assay for Lipid Storage Modulators in Drosophila S3 Cells; hit rate 0.64% among 320,000; Potency in µM for hits, for the others lipid storage change, negative = inhibition, % at the top dose, mostly 46.1 µM; AID 2685, 2010; Drosophila S3 cells, BODIPY lipid droplet fluorescence, 18-24 h; cells fed with added oleic acid; active means well fitted inhibition curve with a large enough effect in the signal ratio, with a control signal flat, not every such curve was filed as active; inconclusive means small, poorly fitted or top-dose-only effect, or effect the other way, or a change in a side signal; the % refers to the signal ratio
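Drosophila S3 cells loaded with oleic acid (400 uM, as added) and compounds at several concentrations; lipid droplets imaged by 488-nm laser-scanning cytometry, 500–530 nm intensity and object ratio to cell channel. Percent activity normalized to 20 uM Triacsin C.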
Lipid storage S3 cell count max = second read-out of Lipid storage S3, no call of its own (marks repeat the call); cell number change, %; measured here: cell count max response;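 cells counted by Cell Tracker Red CMTPX staining in the red channel; peak over a dose series mostly up to 46.1 µM; percent activity relative to internal control wells on each plate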
Starred values were filed as active, the others as inactive; ? = inconclusive; · = not tested or not shown. On the % scale 0 is the no-effect control and ±100 the full control effect; potency means the concentration at half of the fitted maximal effect.

1) COc1cc(NC(=S)Nc2cccnc2)cc(OC)c1OC
  Lipid storage S3: ?; Lipid storage S3 cell count max: ·

2) CCOC(=O)CN1NC2(CCCC(C)C2)NC1=S (stereo not given)
  Lipid storage S3: ?; Lipid storage S3 cell count max: ·

3) CN(C)c1ccnc2c[cH-]cc12.[Fe].c1ccc(-[c-]2[c-](-c3ccccc3)[c-](-c3ccccc3)[c-](-c3ccccc3)[c-]2-c2ccccc2)cc1 (stereo not given)
  Lipid storage S3: ?; Lipid storage S3 cell count max: -7.9

4) CC(=C\C(=O)O)/C(=C/c1ccccc1)C(=O)O
  Lipid storage S3: -1.0%; Lipid storage S3 cell count max: 0.4

5) CCOc1ccc(-c2ccc3nnc(SCC(=O)NCC4CCCO4)n3n2)cc1 (stereo not given)
  Lipid storage S3: 20.2%; Lipid storage S3 cell count max: ·

6) O=C(NC1CC2CCCC(C1)N2C(=S)Nc1ccc(Cl)cc1)C1CC1 (stereo not given)
  Lipid storage S3: ?; Lipid storage S3 cell count max: ·

7) COc1ccc(C2C3=C(CC(C)(C)CC3=O)Nc3c2c(=O)[nH]c2nc(C)nn32)cc1 (stereo not given)
  Lipid storage S3: ?; Lipid storage S3 cell count max: ·

Of the compounds above, 4 have sulfur:
1) COc1cc(NC(=S)Nc2cccnc2)cc(OC)c1OC
  Lipid storage S3: ?; Lipid storage S3 cell count max: ·

2) CCOC(=O)CN1NC2(CCCC(C)C2)NC1=S (stereo not given)
  Lipid storage S3: ?; Lipid storage S3 cell count max: ·

5) CCOc1ccc(-c2ccc3nnc(SCC(=O)NCC4CCCO4)n3n2)cc1 (stereo not given)
  Lipid storage S3: 20.2%; Lipid storage S3 cell count max: ·

6) O=C(NC1CC2CCCC(C1)N2C(=S)Nc1ccc(Cl)cc1)C1CC1 (stereo not given)
  Lipid storage S3: ?; Lipid storage S3 cell count max: ·

Some of the compounds tested, so the mix of outcomes need not match the whole.
